Source: PubChem BioAssay (National Center for Advancing Translational Sciences (NCATS))
POLK inh: DNA polymerase kappa (human) inhibition; AID 588579; Potency, µM (doses to about 107 µM), without a hit: at the top dose activity, negative = inhibition, most hits filed as inhibitors; 400,000 compounds, 0.53% hits; purified Pol kappa, fluorescent DNA synthesis assay, 10 min; Q9UBT6; further: potency means the concentration at half of the fitted maximal effect; on the % scale 0 is the no-effect control and ±100 the full control effect
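50 nM final substrate added after 15 min RT preincubation of 10 nM Pol kappa with compound; fluorescence read at 0 and 10 min.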
BLM helicase inh: Bloom syndrome helicase (human) inhibition. P54132. recombinant BLM DNA unwinding, fluorescence dequenching. Potency, µM (highest dose often 56.1 µM), for inactives: at the top dose activity change, negative = inhibition, hits mostly inhibitors. 350,000 compounds, 0.2% hits;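 further: potency means the concentration at half of the fitted maximal effect; plate controls were vehicle for no effect and no enzyme for full effect; nearly all actives have a fitted effect of over 35% in size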
Pol beta inh: blocks human DNA polymerase beta activity. Potency, µM (highest dose often 114 µM), for inactives: top-dose activity change, negative = inhibition, usual class: inhibitors. Pol beta primer extension/strand displacement, fluorescence kinetic. 340,000 compounds, 1.3% hits. P06746; further: potency means the concentration at half of the fitted maximal effect; on the % scale 0 is the no-effect control and ±100 the full control effect
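Pol beta (10 nM) and compounds were preincubated 15 min at room temperature, then 50 nM substrate (final) started primer extension/strand displacement. Reads were taken at 0 and 10 min; concentration-response data were fitted to a four-parameter Hill equation.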
POLH inh: inhibitors of human DNA polymerase eta | recombinant Pol eta, fluorescent DNA replication assay | Potency, µM (top dose mostly 114 µM), inactives show top-dose activity change, negative = inhibition, actives largely listed as inhibitors | AID 588591 | 390,000 compounds, 1.2% hits | Q9Y253; further: potency means the concentration at half of the fitted maximal effect; on the % scale 0 is the no-effect control and ±100 the full control effect
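Pol eta (10 nM) was preincubated with compounds for 15 min at room temperature, after which fluorescent replication substrate (50 nM final) was added to start the reaction. Fluorescence was read kinetically at 0 and 10 min.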
LDHA inh: blocks human lactate dehydrogenase A; 480,000 compounds, 0.15% hits; activity change, % (values are at about 110 or 230 µM); purified LDHA, NADH/diaphorase-resazurin fluorescence; active compounds read low; in the data active means activity change below about -30%; inconclusive means mostly about -25% to -30%;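 further: plate controls were DMSO wells for no effect and wells without enzyme for full effect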
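Enzyme activity of human lactate dehydrogenase 5 (2 nM; 0.06 mM NADH, 0.2 mM pyruvate, 5 min, RT) is measured via a resazurin/diaphorase fluorescence readout of residual NADH.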
Anesthetic bind: binds horse apoferritin like a general anesthetic. apoferritin/1-aminoanthracene competitive binding, fluorescence. Potency, µM (series often up to 77.5 µM), inactives show top-dose activity change, negative = displacement, actives largely listed as inhibitors. 350,000 compounds, 0.074% hits. AID 485281; further: potency means the concentration at half of the fitted maximal effect; on the % scale 0 is the no-effect control and ±100 the full control effect; nearly all actives have a fitted effect of over 20% in size
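Steps: apoferritin (10 uM) was premixed with half-saturated 1-AMA in PBS, compounds were pin-transferred, plates stood 10 min at room temperature, fluorescence was read at 380/535 nm, and curves were fitted with a Hill equation.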
POLI inh: DNA polymerase iota (human) inhibition. Pol iota fluorescent replication assay, 10 min. Potency, µM (highest dose often 115 µM), for inactives: top-dose activity, negative = inhibition, hits mostly inhibitors. 390,000 compounds, 1% hits. AID 588590; further: potency means the concentration at half of the fitted maximal effect
Target sequence (Q9UNA4 whole entry, looked up): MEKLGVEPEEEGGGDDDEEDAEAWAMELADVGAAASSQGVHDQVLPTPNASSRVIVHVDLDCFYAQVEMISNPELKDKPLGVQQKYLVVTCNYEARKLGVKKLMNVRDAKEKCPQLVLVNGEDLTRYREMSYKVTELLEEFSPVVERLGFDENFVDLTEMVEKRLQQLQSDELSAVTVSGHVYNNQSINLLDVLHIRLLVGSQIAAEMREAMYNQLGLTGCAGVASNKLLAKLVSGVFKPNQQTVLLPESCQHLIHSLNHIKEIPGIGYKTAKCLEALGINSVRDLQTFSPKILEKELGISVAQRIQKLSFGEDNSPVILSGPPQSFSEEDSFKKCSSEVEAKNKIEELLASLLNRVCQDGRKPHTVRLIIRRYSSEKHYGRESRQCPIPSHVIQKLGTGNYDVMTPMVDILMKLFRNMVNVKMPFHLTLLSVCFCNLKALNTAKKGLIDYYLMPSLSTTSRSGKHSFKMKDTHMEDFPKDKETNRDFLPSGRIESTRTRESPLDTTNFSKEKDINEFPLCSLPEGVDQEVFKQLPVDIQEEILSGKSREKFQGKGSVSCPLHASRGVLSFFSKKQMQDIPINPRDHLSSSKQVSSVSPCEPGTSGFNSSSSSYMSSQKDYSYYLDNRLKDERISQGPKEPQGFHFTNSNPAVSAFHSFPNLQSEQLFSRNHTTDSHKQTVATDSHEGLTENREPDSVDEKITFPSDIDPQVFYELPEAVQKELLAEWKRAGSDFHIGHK
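Pol iota at 10 nM preincubated 15 min with compounds at room temperature; reaction started with fluorescent substrate, 50 nM final. Fluorescence read kinetically at 0 and 10 min; buffer-only wells as negative control.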
APE1 inh: inhibitors of human APE1 endonuclease. P27695. recombinant APE1, TAMRA/BHQ-2 abasic DNA cleavage fluorescence. Potency, µM (top dose mostly 65.8 µM), for the others: at the highest dose activity change, negative = inhibition, most hits filed as inhibitors. 350,000 compounds, 0.35% hits. AID 2517;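 further: potency means the concentration at half of the fitted maximal effect; plate controls were vehicle for no effect and reference inhibitor for full effect; nearly all actives have a fitted effect of over 55% in size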
Target sequence (P27695 whole entry, looked up): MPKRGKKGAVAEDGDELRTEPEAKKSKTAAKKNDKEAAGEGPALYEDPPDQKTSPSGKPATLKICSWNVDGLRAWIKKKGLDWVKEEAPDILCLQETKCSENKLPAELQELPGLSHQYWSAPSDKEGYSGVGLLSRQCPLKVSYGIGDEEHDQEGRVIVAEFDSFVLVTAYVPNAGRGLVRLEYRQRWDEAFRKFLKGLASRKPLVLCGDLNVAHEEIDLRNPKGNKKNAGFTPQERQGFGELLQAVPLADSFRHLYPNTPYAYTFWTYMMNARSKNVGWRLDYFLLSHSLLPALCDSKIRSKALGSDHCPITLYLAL
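Incision of a quenched TAMRA/BHQ-2 THF abasic-site duplex (50 nM) by 0.75 nM APE1, after 15 min compound preincubation, measured as fluorescence increase over three 60 s reads. Values normalized to buffer, DMSO and NSC13755 control wells.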
GRP78 ERSR act: inducers of ER stress response in human glioma cells | U87-MG GRP78 promoter luciferase reporter, 16 h | 420,000 compounds, 0.02% hits | Potency, µM, without a hit: top-dose activation, hits mostly activators; further: potency means the concentration at half of the fitted maximal effect; series mostly up to about 76 µM; % of control where 0% means no effect; nearly all actives have a fitted effect of over 35% in size
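Stably transfected U87-MG glioma cells carrying a GRP78-based luciferase sensor; 16 h compound incubation. Luminescence end-point read 10 min after Bright-Glo addition at room temperature.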
Active calls of the source: *; ? = inconclusive; nt = not tested or not shown; [ ] = dose if it differs, or a comment. Unless noted, the call rests on the fitted dose curve; in most records, active means well fitted curve in the direction sought with a large enough effect; inconclusive means small, poorly fitted or top-dose-only effect, or another doubt; inactive means no such curve, though single readings can be large; an effect the other way counts as inactive or inconclusive.

SMILES	POLK inh	BLM helicase inh	Pol beta inh	POLH inh	LDHA inh	Anesthetic bind	POLI inh	APE1 inh	GRP78 ERSR act
Cc1c(CN2CCN(C)C(CCO)C2)[nH]c2c(Cl)cccc12 (stereo not given)	-4%	-7%	12%	-13%	-2	-6%	83%[activator]	-6%	-5%
Cc1cc2c(NS(=O)(=O)c3ccc(F)cc3)cccc2nn1	-12%	-7%	21%	27%	12	-7%	15%	-6%	-1%
CC(C)(C)NC(=O)CN(C(=O)C(=O)Nc1ccc2c(c1)OCCO2)C(C)(C)C	-5%	2%	-2%	-9%	-6	-22%	129%[activator]	16%	0%
S=c1nc[nH]c2c1ncn2-c1ccc(Cl)cc1	-17%	nt	nt	-18%	-3	nt	67%[activator]	nt	0%
CC(C)c1ccccc1NC(=S)NC1CCN(Cc2ccccc2)CC1	-13%	0%	14%	?	-8	-10%	131%[activator]	0%	-4%
CC(C)(CO)NC(=O)c1ccc2c(c1)C(=O)c1ccccc1-2	7%	-2%	0%	-4%	2	2%	17%	55%	3%
Cc1ccnc(N2CCN(C(=O)CSc3nc4ccccc4nc3N3CCCCC3)CC2)c1	-4%	-5%	-6%	-20%	0	69%[activator]	-5%	-5%	-3%
N#Cc1c(N)n(C2CCCCC2)c2nc3ccccc3nc12	1%	-3%	21%	1%	-4	115%[activator]	28%	12%	1%
Cc1ccsc1C(=O)OCC(=O)Nc1cccc(S(=O)(=O)NC2=NCCCCC2)c1	-5%	-1%	4%	-16%	-1	-9%	23%	4%	6%
O=C(N/C(=C\c1ccccc1)C(=O)N1CCOCC1)c1ccc(Br)o1	-23%	-2%	2%	1%	-6	3%	8%	4%	-2%
Cc1ccc(S(=O)(=O)N/N=C\c2ccc3c(c2)OCO3)cc1C	-8%	-1%	-33%	-1%	-3	?	-3%	-7%	-7%
COC(=O)C1CCN(C(=O)Nc2ccc(OC)cc2)CC1	10%	2%	4%	-1%	4	-9%	-7%	-2%	-3%
COc1ccc(CC(=O)Nc2ccc(N(C)C)c3ccccc23)cc1	-8%	-3%	86%	-14%	7	-13%	105%[activator]	8%	-3%
Cc1ccc(S(=O)(=O)N2CCCN(S(=O)(=O)C3CCS(=O)(=O)C3)CC2)cc1 (stereo not given)	3%	2%	3%	-12%	-1	-3%	1%[58.9 µM]	-2%	-2%
C=CCn1c(Cc2cccs2)nnc1SCC(=O)c1ccc(F)cc1	-6%	1%	-1%	-4%	-3	?	7%	-2%	-5%
COCC(C)NC(=O)c1cc(OC)cc(OC)c1 (stereo not given)	-10%	-5%	-25%	-6%	-5	-3%	14%	-4%	-3%
C=C(C)CN1CCN(c2ccc(N3C(=O)CCCC3=O)cc2[N+](=O)[O-])CC1	11%	0%	11%	-10%	0	-7%	35%	-1%	-3%
C[C@H](NCc1ccccc1)c1ccccc1	12%[60.1 µM]	-1%	nt	nt	nt	4%	nt	-2%	-2%
CC(C)c1ccccc1OCC(O)CN(CC(O)COc1cccc2ccccc12)C(C)C (stereo not given)	-4%	-8%	-1%	?	8	11%	10%	-13%	-13%
Cc1ccc2[nH]c(=O)c(CN(CCCO)S(=O)(=O)c3cccc4nsnc34)cc2c1	-6%	1%	22%	-17%	0	-24%	33%[activator]	-1%	-3%
COc1ccc(CC(=O)NNC(=O)c2ccc(Br)o2)cc1	-5%	-3%	2%	10%	-8	-9%	0%	52%	0%
O=C(CSc1ccc(Cl)cc1)NC(=O)c1ccccc1	-22%	nt	nt	2%	0	nt	?	3%	-5%
CCN(C(=O)Cn1c(C(=O)OC)cc2sccc21)c1cccc(C)c1	-2%	-6%	10%	-20%	-6	-11%	15%	nt	-3%
O=c1c2c(nc3nc(NCc4cccc5ccccc45)[nH]n13)CCC2	5%	-4%	12%	2%	-8	-5%	7%	-2%	0%
O=C(CSc1nc2ccccc2c(=O)n1-c1ccc(F)cc1)Nc1cc(S(=O)(=O)N2CCOCC2)ccc1Cl	-4%	-5%	?	-5%	-2	-2%	5%	-2%	-5%
Cc1ccc(N2CCN(S(=O)(=O)c3ccc4oc(=O)ccc4c3)CC2)cc1Cl	-10%	-5%	-22%	-3%	-5	-2%	75%[activator]	8%	-4%
COc1ccc(CCNC(=O)/C(C#N)=C2\N=C(NC(=O)c3ccco3)c3ccccc32)cc1	-9%	-3%	10%	-3%	-5	-5%	19%	-4%	-5%
CC(=O)OC1CC2C(C)(C)C(=O)C3OC3[C@]2(C)C2CC[C@@]3(C)C(c4ccoc4)OC(=O)C4OC43[C@]12C (stereo not given in full)	-7%[60.1 µM]	1%	nt	nt	nt	-2%	nt	-4%	-6%
O=C(NCCN1CCOCC1)Nc1ccc(Cl)cc1	-9%	1%	-24%	-19%	-5	0%	26%	4%	-2%
O=C1NC(=S)N/C1=C/C=C/c1ccccc1	6%	-3%	-9%	-8%	0	-7%	-13%	0%	6%

The final 3 entries of the section before lead into the next:
SMILES	POLK inh	BLM helicase inh	Pol beta inh	POLH inh	LDHA inh	Anesthetic bind	POLI inh	APE1 inh	GRP78 ERSR act
CC(=O)OC1CC2C(C)(C)C(=O)C3OC3[C@]2(C)C2CC[C@@]3(C)C(c4ccoc4)OC(=O)C4OC43[C@]12C (stereo not given in full)	-7%[60.1 µM]	1%	nt	nt	nt	-2%	nt	-4%	-6%
O=C(NCCN1CCOCC1)Nc1ccc(Cl)cc1	-9%	1%	-24%	-19%	-5	0%	26%	4%	-2%
O=C1NC(=S)N/C1=C/C=C/c1ccccc1	6%	-3%	-9%	-8%	0	-7%	-13%	0%	6%
CCOC(=O)c1ccc(NC(=O)c2ccc(CN3CCc4ccccc4C3)cc2)cc1	-20%	-4%	-1%	-4%	-9	-20%	15%	-8%	-4%
COc1cc(OC)c(NC(=O)Cn2cnc3c(nc4n3CCCCC4)c2=O)cc1Cl	-2%	-1%	5%	3%	-3	6%	-4%	nt	-3%
O=C(COc1ccc(S(=O)(=O)N2CCCC2)cc1Cl)NCc1ccco1	-4%	-2%	-3%	-2%	-6	-13%	-6%	-4%	-4%
COCCNc1ncnc2ccc(-c3ccccc3CN(C)C)cc12	0%[60.1 µM]	4%	nt	nt	nt	-2%	nt	3%	-2%
CCCCn1nnc(NC(=O)CCC)n1	0%	-4%	13%	-2%	-6	-5%	26%	26%	-5%
O=[N+]([O-])c1ccc(/C=C/c2ccc3cccnc3c2)cc1	-23%	nt	nt	nt	3	nt	15%	nt	-7%
Cc1c(NC(=O)c2ccc(NC(=O)C3CC3)cc2)cccc1C(=O)O	-9%	-2%	4%	-1%	-2	2%	40%[activator]	13%	-2%
O=C(Nc1ccc2c(c1)OCO2)c1cc(-c2ccc(Cl)cc2)on1	-6%	-4%	-19%	-17%	-1	-7%	18%	nt	-2%
CC(C)(C)OC(=O)N1CCC(c2c(C(=O)NCc3ccco3)cnn2-c2ccc(F)cc2)CC1	-16%	-8%	6%	-15%	3	-23%	-12%	nt	-2%
NC(=O)NN=C1CCn2cccc21	-12%	nt	nt	-15%	8	nt	0%	nt	-1%
CCOC(=O)C1CCC(CNCc2ccc(Cl)cc2)CC1 (stereo not given)	-6%	-3%	35%	-10%	-10	3%	13%	1%	-2%
Cc1ccc2c(c1)CC[C@H]1CC(=O)CC[C@@]21C	-2%[60.1 µM]	-8%	nt	nt	nt	-4%	nt	-6%	-3%
COc1ccc(Cl)cc1C(=O)NNC(=O)COC(=O)CCN=C1NS(=O)(=O)c2ccccc21	-3%	nt	nt	-24%	-2	nt	46%[activator]	-7%	-3%
CC(C)Nc1nc(N)c(C(=O)C23CC4CC(CC(C4)C2)C3)s1	-5%	-3%	-4%	-12%	-1	-11%	-26%	5%	3%
O=C(c1cccs1)N1CCCC(N2CCN(c3cccc(C(F)(F)F)c3)CC2)C1 (stereo not given)	-17%	-5%	2%	-18%	-7	-24%	20%	-12%	-4%
COC(=O)c1ccccc1NC(=O)Cc1noc2ccc(C)cc12	-18%	0%	?	-8%	-1	-8%	-9%	nt	-3%
COC(=O)c1ccc(NC(=O)CSc2nc3cc4ccccc4cc3[nH]2)cc1	-8%	-9%	1%	5%	-4	-16%	-1%	nt	1%
O=C(Nc1nc2c(s1)CN(Cc1ccccc1)CC2)C1CCCC1	-8%	2%	11%	-11%	-3	-23%	163%[activator]	1%	3%
O=C(COC(=O)Cn1[nH]c(=O)c2ccccc2c1=O)NNC(=O)c1ccccc1	-4%	nt	nt	-7%	-2	nt	-15%	8%	0%
O=C1C(c2ccccc2)c2ccccc2N1Cc1ccccc1 (stereo not given)	4%	nt	nt	-14%	-4	nt	1%	nt	-6%
N#Cc1c(/N=C/N2CCOCC2)sc2c1CCCCC2	-5%	-2%	6%	-17%	-1	-15%	8%	-4%	-4%
Cc1ccc(CC2SC(N)=NC2=O)cc1 (stereo not given)	19%	8%	3%	-5%	0	-5%	7%	6%	-4%
CCOC(=O)Cc1csc(NC(=O)Cn2cnc3c2c(=O)n(C)c(=O)n3C)n1	-15%	1%	24%	-1%	-7	-1%	31%[activator]	4%	-1%
COc1ccc(CCN2CC(C(=O)N(C)CC(=O)Nc3ccc(F)c(F)c3F)CC2=O)cc1OC (stereo not given)	-3%	nt	nt	-24%	-4	nt	19%	nt	-3%
Cc1ccc(C)c2[nH]c(=O)c(CCNC(=O)c3ccc(S(=O)(=O)N(C)C)cc3)cc12	3%	-6%	-13%	-11%	0	-4%	3%	-5%	-6%
O=C(CCc1nnc2ccc(NCc3ccco3)nn12)Nc1ccccc1F	-23%	-9%	?	?	0	?	?	78%[activator]	-2%
CCc1ccc(-c2ccc(C(=O)Oc3ccc(Br)cc3)cc2)nc1	5%	-1%	21%	-2%	-2	-11%	-1%	nt	-3%
Cn1cc(CC(=O)NCCCN2CCCC2)c2ccccc21	0%	-3%	-15%	14%	-1	-1%	14%	6%	-3%
Cc1nnsc1NC(=O)OCc1ccc(Cl)cc1Cl	-8%	1%	1%	-8%	-11	?	5%	-6%	-6%

Some of the compounds tested. The share of hits here may be higher or lower than overall.
